Compound activity (PubChem BioAssay)
BoNT-A LC inh2: BoNT/A light chain protease inhibitors, primary screen, biochemical, flow cytometry, MLPCN library; multiplex microsphere protease substrate cleavage; inhibition, % at 10 µM; 0.17% of 360,000 active; AID 588499, 2011; note: plate controls were buffer without enzyme for full effect and enzyme alone for no effect
TcdB inh: TcdB glycohydrolase inhibitors, primary screen, biochemical, single point, plate reader; AID 652162, 2013; Toxin B (Clostridioides difficile), P18177; 0.24% of 350,000 active; TcdB glycohydrolase enzymatic assay; inhibition, % at 9.99 µM; in the data active = inhibition above about 10%
Target sequence (P18177 whole entry, looked up): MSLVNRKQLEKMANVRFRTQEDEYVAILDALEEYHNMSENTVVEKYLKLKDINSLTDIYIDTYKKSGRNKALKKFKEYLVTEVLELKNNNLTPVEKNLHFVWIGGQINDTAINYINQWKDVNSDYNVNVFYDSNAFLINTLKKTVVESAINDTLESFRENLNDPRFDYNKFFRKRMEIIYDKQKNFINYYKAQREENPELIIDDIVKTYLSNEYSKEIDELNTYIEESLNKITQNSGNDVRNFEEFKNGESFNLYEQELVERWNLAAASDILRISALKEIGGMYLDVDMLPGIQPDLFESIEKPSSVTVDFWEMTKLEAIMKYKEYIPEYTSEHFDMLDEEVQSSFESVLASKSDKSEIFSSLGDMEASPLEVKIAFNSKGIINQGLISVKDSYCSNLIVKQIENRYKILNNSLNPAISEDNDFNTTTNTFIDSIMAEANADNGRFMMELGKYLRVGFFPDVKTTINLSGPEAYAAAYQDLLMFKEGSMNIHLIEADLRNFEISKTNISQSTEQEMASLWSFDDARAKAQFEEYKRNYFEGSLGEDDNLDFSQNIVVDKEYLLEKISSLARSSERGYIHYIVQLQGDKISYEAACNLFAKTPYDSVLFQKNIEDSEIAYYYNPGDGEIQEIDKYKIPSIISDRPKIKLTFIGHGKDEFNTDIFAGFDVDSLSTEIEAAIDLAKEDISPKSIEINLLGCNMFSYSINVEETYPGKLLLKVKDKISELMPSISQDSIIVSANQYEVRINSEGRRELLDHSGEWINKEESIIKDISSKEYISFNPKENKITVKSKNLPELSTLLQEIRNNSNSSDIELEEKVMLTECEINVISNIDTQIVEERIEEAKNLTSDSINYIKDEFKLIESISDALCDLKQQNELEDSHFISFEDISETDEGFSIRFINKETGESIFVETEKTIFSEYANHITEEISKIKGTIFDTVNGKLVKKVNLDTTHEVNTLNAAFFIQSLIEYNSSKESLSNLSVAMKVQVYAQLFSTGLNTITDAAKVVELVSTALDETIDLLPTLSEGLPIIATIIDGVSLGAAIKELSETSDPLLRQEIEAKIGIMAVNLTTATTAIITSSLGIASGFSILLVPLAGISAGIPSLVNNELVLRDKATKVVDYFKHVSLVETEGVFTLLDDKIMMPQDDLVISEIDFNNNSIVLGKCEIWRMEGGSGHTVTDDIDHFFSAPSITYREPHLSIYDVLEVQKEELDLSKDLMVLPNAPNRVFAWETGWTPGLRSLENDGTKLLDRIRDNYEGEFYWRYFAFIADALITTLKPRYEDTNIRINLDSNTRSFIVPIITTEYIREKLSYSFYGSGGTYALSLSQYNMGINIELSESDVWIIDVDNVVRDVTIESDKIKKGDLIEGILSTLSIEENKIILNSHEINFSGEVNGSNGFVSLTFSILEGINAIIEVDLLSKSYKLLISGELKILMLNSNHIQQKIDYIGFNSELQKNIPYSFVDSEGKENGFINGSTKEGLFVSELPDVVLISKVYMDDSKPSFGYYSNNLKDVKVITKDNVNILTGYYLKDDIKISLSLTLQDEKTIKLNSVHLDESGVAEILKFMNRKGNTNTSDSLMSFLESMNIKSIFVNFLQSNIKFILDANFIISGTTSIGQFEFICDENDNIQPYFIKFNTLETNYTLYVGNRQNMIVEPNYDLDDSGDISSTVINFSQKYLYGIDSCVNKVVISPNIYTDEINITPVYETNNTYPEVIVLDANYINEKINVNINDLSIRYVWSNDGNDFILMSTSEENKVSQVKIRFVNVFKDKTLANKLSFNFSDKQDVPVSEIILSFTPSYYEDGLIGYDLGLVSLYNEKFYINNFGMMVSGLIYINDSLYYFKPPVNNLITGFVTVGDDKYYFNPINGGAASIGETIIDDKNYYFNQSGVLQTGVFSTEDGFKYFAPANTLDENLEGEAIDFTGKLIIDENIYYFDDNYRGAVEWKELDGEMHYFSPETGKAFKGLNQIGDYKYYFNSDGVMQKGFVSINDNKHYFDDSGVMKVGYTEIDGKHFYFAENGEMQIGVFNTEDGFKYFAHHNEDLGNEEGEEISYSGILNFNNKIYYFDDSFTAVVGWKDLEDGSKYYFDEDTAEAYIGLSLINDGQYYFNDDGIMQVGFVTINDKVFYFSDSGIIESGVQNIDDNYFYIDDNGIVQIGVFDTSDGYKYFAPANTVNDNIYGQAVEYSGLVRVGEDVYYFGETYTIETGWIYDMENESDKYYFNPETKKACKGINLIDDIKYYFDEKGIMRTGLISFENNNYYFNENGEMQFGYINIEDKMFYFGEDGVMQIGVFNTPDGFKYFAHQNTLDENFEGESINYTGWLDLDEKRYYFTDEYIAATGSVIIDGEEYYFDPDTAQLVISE
CCHFV vOTU inh: CCHFV vOTU protease inhibitors, primary screen, biochemical, Pep-AMC substrate, fluorescence | inhibition, % at 11.5 µM | AID 651958, 2012 | 0.55% of 370,000 active; in the data active = inhibition above about 30%; note: 0% = vehicle wells with enzyme and 100% = no enzyme wells
BH1578 lux ind: inducers of Vibrio cholerae quorum light production without autoinducers, primary screen, BH1578 luxS cqsA deficient, single point | V. cholerae BH1578 lux reporter, luminescence, 6 h | activation, % at 18.7 µM | 0.16% of 350,000 active | AID 588436, 2011; in the data active = activation mostly above about 9.7%, no sharp cut-off; inconclusive = no clear call, values can overlap the other calls; inactive = mostly below about 3.7%; note: not every result past the cut was called active; inactives centre near 0; reference of the scale not given here
Y pestis TopoI: Yersinia pestis topoisomerase I inhibitors, primary screen, biochemical, cleavage product accumulation, plate reader, single point. Y. pestis Topo-I cleavage product accumulation. DNA topoisomerase I (Yersinia pestis CO92). activity, % at 10 µM. 0.064% of 360,000 active; in the data active = activity above about 50%, passing the limit was not always enough; inconclusive = no clear call, values can overlap the other calls; note: inactives centre near 2
Anthrax LF prot: Bacillus anthracis LF protease inhibitors, primary screen, biochemical, multiplex microsphere, MLPCN library. 0.12% of 360,000 active. multiplex microsphere protease cleavage assay. AID 588501, 2011. Lethal factor (Bacillus anthracis), P15917. inhibition, % at 10 µM; note: plate controls were buffer without enzyme for full effect and enzyme alone for no effect
VHR inh abs: VHR1 phosphatase inhibitors, primary screen, biochemical, absorbance, uHTS; Dual specificity protein phosphatase 3 (Homo sapiens), P51452; recombinant VHR phosphatase, pNPP absorbance; inhibition, % at 13.3 µM; 0.52% of 290,000 active; AID 1654, 2009; in the data active = inhibition above about 50%; note: some compounds called inactive have numbers as strong as hits
PfHsp40 yeast: rescue of yeast from PfHsp40 toxicity, primary screen, S. cerevisiae, ATP luminescence; S. cerevisiae expressing PfHsp40, growth rescue; 0.68% of 340,000 active; growth rescue, % at 12.5 µM; in the data active = growth rescue above about 28%, passing the limit was not always enough; inconclusive = no clear call, values can overlap the other calls;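 note: yeast W303a lacking pdr1 and pdr3 grown in galactose medium; growth measured after three days at 30 °C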
SARS 3CLpro inh: SARS-CoV 3CLpro protease inhibitors, primary screen, biochemical, quenched FRET; Replicase polyprotein 1ab (Severe acute respiratory syndrome coronavirus), P0C6X7; recombinant SARS-CoV 3CLpro, quenched FRET peptide cleavage; inhibition, % at 6 µM; 0.14% of 290,000 active; in the data active = inhibition above about 12%
SSB-PriA inh: inhibitors of Klebsiella pneumoniae PriA binding to SSB C-terminal tail, primary screen, biochemical, AlphaScreen; PriA–SSB C-terminal tail interaction (Klebsiella pneumoniae); AlphaScreen SSBct-PriA binding, biotinylated peptide; inhibition, % at 33 µM; 0.6% of 430,000 active; in the data active = inhibition mostly above about 37%, no sharp cut-off; inactive = mostly below about 20%;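 note: plate controls were negative control peptide for no effect and reference peptide for full effect; strong numbers were not always called active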
* marks the source's active call; other numbers are inactive results; i = inactive; ? = inconclusive; . = not tested or not shown; & = joins results of further samples. Cut-off read from the data, not from the text of the source, unless noted: active = inhibition above about 30%; inconclusive = no clear call, values can overlap the other calls; inactive = below that. These rows are one share of the data; the hit share may differ from the screen's.

SMILES | BoNT-A LC inh2 | TcdB inh | CCHFV vOTU inh | BH1578 lux ind | Y pestis TopoI | Anthrax LF prot | VHR inh abs | PfHsp40 yeast | SARS 3CLpro inh | SSB-PriA inh
COC(=O)C1=C(C)NC(=O)NC1C1CC=CCC1 (stereo unspecified) | 0.2 | . | 0.0 | i | 5.3 | 4.7 | 3.0 | 0.6 | 0.2 | 0.1
COC(=O)C1=C(C(=O)OC)[C@@H]2N(C)c3ccccc3[C@@]23C[C@@H](CO)N(C(=O)c2cccs2)C3=N1 | 0.2 | 1.0 | 5.4 | 0.8 | 17.8 | 7.5 | . | -1.2 | . | 18.2
CNC(=O)COC(=O)c1cc(-c2ccco2)nc2ccccc12 | 0.8 | 0.3 | -41.5 | -0.6 | -17.3 | 2.0 | 16.2 | -0.1 | -3.7 | -3.0
COc1ccc(CC(=O)Nn2c(-c3ccccc3)nc3ccccc3c2=O)cc1 | -0.8 | . | 11.7 | -0.1 | -4.8 | 0.7 | -4.5 | -0.8 | 2.8 | -4.0
O=S1(=O)CCOC[C@H](CC2CCCCC2)N1Cc1ccccc1Br | -0.6 | 1.7 | 8.1 | 1.6 | 33.3 | -7.4 | 20.5 | 0.4 | -2.5 | -21.5
CCOc1ccc(-n2cc(C(=O)NCc3ccco3)c3cc(OC)c(OC)cc3c2=O)cc1 | -0.9 | . | 7.3 | -0.3 | 2.0 | -4.1 | 41.4 | -1.0 | 0.9 | -1.2
COc1ccc(-c2nnc(-c3ccccc3)o2)cc1OC | 1.5 | 1.0 | -14.2 | 0.4 | 4.4 | 1.7 | 12.7 | -0.5 | -1.6 | -22.0
CC1CCCN(C(=O)CSc2nnc(-c3cccs3)o2)C1 (stereo unspecified) | -0.2 | -0.4 | -8.8 | -4.5 | 3.8 | 4.8 | 6.4 | -0.5 | 0.3 | -6.9
O=C(CSc1ccc2ccccc2c1)Nc1ccncc1 | 0.7 | -3.1 | 10.3 | -3.7 | 0.9 | -3.0 | 18.7 | ? | -0.3 | 0.9
COc1ccc2nc(NC(=O)CCc3nc(C4=CCN(C)CC4)no3)sc2c1 | 2.7 | . | . | -0.2 | 2.8 | 4.5 | 10.8 | -1.0 | 0.7 | -1.5
CC1=C(C(=O)N(C)C)CC(CC(=O)NCCCN(C)C)C(=O)N1CCC1=CCCCC1 (stereo unspecified) | -0.2 | 0.2 | -3.0 | -0.4 | 2.2 | -1.6 | . | . | . | .
Cc1ccc(C(=O)NNC(=O)c2nn(-c3ccc(F)cc3)ccc2=O)cc1 | 3.0 | 0.8 | -0.6 | -0.4 | -3.7 | 6.3 | 19.4 | -0.8 | -4.3 | -0.6
NCc1c(O)ccc2ccccc12 | . | 1.0 | 3.1 | . | . | . | 22.8 | . | 1.3 | .
Cc1cccc(N2CCN(S(=O)(=O)c3ccc4c(c3)CCN4C(=O)CCC(=O)O)CC2)c1C | -1.8 | . | 0.9 | -2.7 | 10.7 | -1.7 | 7.6 | -1.1 | 0.4 | -0.4
COc1ccc(CN2CCNC(=O)C2CC(=O)NCCCn2cccn2)c(OC)c1 (stereo unspecified) | -0.2 | 0.7 | 6.3 | 3.3 | 5.9 | -0.3 | 26.3 | -0.8 | 0.3 | -1.8
Cc1ccc(/C=C2\SC(=S)N(CCCC(=O)Nc3cc(C)on3)C2=O)cc1 | -0.6 | 2.2 | -5.3 | i | 0.4 | 3.2 | 1.6 | 0.2 | 1.9 | 12.0
COC(=O)CNC(=O)CCC(=O)N1CCN(C(c2ccccc2)c2ccccc2)CC1 | -1.5 | 0.4 | 7.7 | -0.4 | 1.7 | -11.2 | 33.6 | -1.9 | -6.0 | -11.7
CC1(C)CC(=O)C=C(c2ccc(-c3cnc4ccccc4c3)cc2)C1=O | 3.1 | -0.3 | 0.4 | -0.7 | 8.6 | 4.5 | . | . | . | .
O=C(c1ccccc1Br)N1CCN(c2ccccc2)CC1 | 0.9 | . | 2.9 | -1.0 | 2.2 | 0.9 | 6.0 | 0.8 | -5.3 | 3.2
CCOC(=O)C1(Cc2ccc(OC)cc2)CCN(C(=O)CN2CCN(CC)CC2)CC1 | 0.3 | . | -9.8 | -0.5 | 4.4 | -1.3 | 26.4 | 0.2 | -2.3 | 5.3

Continued, starting with the last three of the part before.
SMILES | BoNT-A LC inh2 | TcdB inh | CCHFV vOTU inh | BH1578 lux ind | Y pestis TopoI | Anthrax LF prot | VHR inh abs | PfHsp40 yeast | SARS 3CLpro inh | SSB-PriA inh
CC1(C)CC(=O)C=C(c2ccc(-c3cnc4ccccc4c3)cc2)C1=O | 3.1 | -0.3 | 0.4 | -0.7 | 8.6 | 4.5 | . | . | . | .
O=C(c1ccccc1Br)N1CCN(c2ccccc2)CC1 | 0.9 | . | 2.9 | -1.0 | 2.2 | 0.9 | 6.0 | 0.8 | -5.3 | 3.2
CCOC(=O)C1(Cc2ccc(OC)cc2)CCN(C(=O)CN2CCN(CC)CC2)CC1 | 0.3 | . | -9.8 | -0.5 | 4.4 | -1.3 | 26.4 | 0.2 | -2.3 | 5.3
O=C(NCCc1ccco1)c1nn(Cc2ccccc2)c(=O)c2ccccc12 | 0.1 | . | -6.4 | i | -11.3 | 3.9 | -12.4 | 0.6 | 2.5 | 7.0
O=c1oc2ccccc2c(N2CCCCC2)c1CN1CCCCC1 | 1.1 | . | 2.9 | 25.0* | -3.2 | 1.7 | 13.2 | 1.6 | 3.3 | -10.6
CC(C)NC(=O)NS(=O)(=O)c1cnccc1N1CCCCC1 | -0.5 | . | 4.4 | i | 4.2 | -0.4 | 8.9 | 0.0 | -0.8 | -7.5
O=C(CCC(=O)c1cccs1)OCc1nc2ccccc2s1 | -0.5 | . | 16.0 | i | 20.6 | 5.0 | -6.6 | -1.3 | -0.7 | -13.7
CS(=O)(=O)N1CCN(C(=O)c2cc(-c3cccs3)nc3ccccc23)CC1 | 2.6 | . | -88.2 | -0.5 | -7.1 | 3.1 | -8.3 | 0.0 | -3.1 | -3.3
O=c1[nH]c(=O)n(C2CCCCCC2)c(O)c1C=NC1CCN(Cc2ccccc2)CC1 | 1.0 | . | 3.6 | 38.3* | 17.2 | -3.0 | 17.0 | 0.4 | -0.3 | -3.3
C[C@H](NC(=O)[C@@H]1CCCN1C(=O)[C@@H]1CCCN1C(=O)c1cccc2ccccc12)c1ccccc1 | -0.2 | 0.3 | 2.1 | . | . | -11.8 | . | . | . | .
COc1ccc(NC(=S)N(CCN2CCOCC2)Cc2ccccc2F)cc1 | 0.0 | 3.8 | 8.7 | i | 9.4 | -2.5 | 13.1 | -1.0 | -2.0 | 2.7
COc1ccccc1C(=O)n1nc(-c2cccnc2)nc1N | -0.9 | 0.7 | 5.0 | -0.2 | 8.2 | -10.6 | 16.5 | -1.7 | 0.8 | -12.1
COc1cc2c(cc1OC)C1=C(C#N)CCC(=NC(=O)c3ccc(Cl)cc3)N1CC2 | 0.2 | . | 10.4 | -0.2 | -6.1 | -1.8 | 28.7 | 1.1 | -2.7 | -17.0
O=C(NCc1ccccc1F)C1CCCN(S(=O)(=O)N2CCOCC2)C1 (stereo unspecified) | 0.3 | 1.0 | -0.4 | -0.3 | 2.3 | -2.5 | 1.8 | -1.7 | -3.5 | 1.4
O=C(c1cccs1)N1CCN(C(=O)c2cn(-c3ccccc3)nc2-c2ccccc2)CC1 | -0.8 | 2.2 | 3.7 | i | 23.4 | -5.3 | . | 1.8 | . | -9.6
Cc1cc(=O)[nH]c(/N=C(\N)Nc2ccc3c(c2)OCCO3)n1 | -0.5 | 1.4 | 1.9 | i | -14.4 | -5.7 | 25.8 | -0.1 | 5.3 | .
CC(=O)Nc1cc(-c2cccc(F)c2)cn2c(-c3ccc(S(C)(=O)=O)cc3)cnc12 | 0.2 | 2.1 | -29.4 | i | -3.0 | -4.6 | . | . | . | .
COc1ccc(CCNC(=S)NCCc2ccc(OC)c(OC)c2)cc1OC | -0.5&-0.5 | 0.4&1.6 | 11.1&-11.6 | i | -2.9&-7.3 | -1.4&-4.3 | 27.7 | 0.4 | 0.2 | -5.9
Cc1ccc(-c2cc(-c3n[nH]c(=S)o3)c3ccccc3n2)cc1 | 2.8 | 2.1 | 0.5 | 17.6 | -5.7 | 0.3 | 4.4 | 6.3 | -0.2 | 2.2
CCCOCC1CC2(CC(C)(c3csc(N)n3)OC2=O)C(=O)O1 (stereo unspecified) | -0.4 | . | 23.8 | i | 1.7 | -2.4 | 13.6 | 0.4 | 2.9 | -3.6
c1ccc2c(c1)ncn2-c1ncnc2sc3c(c12)CCCC3 | -0.2 | . | -4.3 | i | 9.0 | 0.7 | 13.2 | 0.9 | 2.2 | -6.0
CC(=O)Nc1cncc(-c2cccc(C(=O)NC3CC3)c2)n1 | 0.1 | 0.2 | -3.4 | -0.5 | -5.6 | -1.8 | . | . | . | .
O=C(c1cccs1)N(Cc1ccco1)c1nc(-c2ccc(F)cc2)cs1 | 0.1 | . | 6.2 | -1.0 | -1.2 | 3.7 | 24.7 | -0.4 | 3.2 | 1.2

(further entries)
SMILES | BoNT-A LC inh2 | TcdB inh | CCHFV vOTU inh | BH1578 lux ind | Y pestis TopoI | Anthrax LF prot | VHR inh abs | PfHsp40 yeast | SARS 3CLpro inh | SSB-PriA inh
COc1ccc(C(=O)NCC(=O)OCC(=O)NCc2ccco2)cc1 | 0.2 | -0.3 | 0.7 | i | -3.2 | -2.9 | . | -1.4 | . | -14.1
O=[N+]([O-])c1ccc(S(=O)(=O)NCCc2cn3ccccc3n2)cc1 | -0.6 | 0.2 | 2.0 | -0.2 | -3.3 | -0.8 | 7.6 | 2.0 | -0.5 | -8.3
O=C(COC(=O)c1n[nH]c2ccccc12)Nc1ccc([N+](=O)[O-])cc1 | -0.7 | . | 19.8 | -0.3 | -5.3 | -2.4 | 7.3 | 0.8 | 2.6 | 4.1
CC(=O)Nc1ccc(C(=O)NNC(=O)c2ccc(Cl)cc2Cl)cc1 | -4.8 | -0.1 | -6.8 | -0.4 | 4.3 | -7.4 | 4.1 | -1.3 | 0.7 | -13.0
CCC1(C)Cc2ccccc2-c2nc(-c3ccccc3)oc(=O)c21 (stereo unspecified) | -0.3 | . | -5.5 | i | 0.9 | 11.7 | -5.8 | 1.4 | 4.6 | -41.9
O=C(NCCCN1CCCC1=O)Nc1ccc(F)c(Cl)c1 | 1.2 | . | -2.0 | -0.4 | -4.0 | -2.7 | 27.2 | 0.1 | -3.6 | 1.5
Cc1ccc(C(=O)NC(C(=O)NC2CCCC2)c2ccccc2)cc1 (stereo unspecified) | 3.1 | 0.7 | 7.1 | i | -0.1 | 22.1 | 10.8 | 0.6 | -1.6 | -5.4
Oc1ccc(C2C(c3ccccc3)=NN=C(c3ccccc3F)N2O)c(O)c1 (stereo unspecified) | 0.4 | . | 0.6 | -0.1 | -8.2 | -1.8 | -14.3 | 0.6 | -0.6 | 13.5

Exported with values under each structure: part of the list above
Each structure is followed by: BoNT-A LC inh2 | TcdB inh | CCHFV vOTU inh | BH1578 lux ind | Y pestis TopoI | Anthrax LF prot | VHR inh abs | PfHsp40 yeast | SARS 3CLpro inh | SSB-PriA inh
> COc1ccc(C(=O)NCC(=O)OCC(=O)NCc2ccco2)cc1
→ 0.2 | -0.3 | 0.7 | i | -3.2 | -2.9 | . | -1.4 | . | -14.1
> O=[N+]([O-])c1ccc(S(=O)(=O)NCCc2cn3ccccc3n2)cc1
→ -0.6 | 0.2 | 2.0 | -0.2 | -3.3 | -0.8 | 7.6 | 2.0 | -0.5 | -8.3
